Tau ThT inhib – tau fibrillization inhibition (ThT binding); recombinant tau K18 P301L, heparin-induced fibrillization, ThT fluorescence; Potency, µM (series often up to 57.4 µM), for inactives: at the highest dose activity, negative = inhibition, most hits filed as inhibitors; 2.1% of 270,000 active; AID 1460; further: on the % scale 0 is the no-effect control and ±100 the full control effect; nearly all actives have a fitted effect of over 55% in size
Target sequence (P10636 561-689 P618L limits assumed): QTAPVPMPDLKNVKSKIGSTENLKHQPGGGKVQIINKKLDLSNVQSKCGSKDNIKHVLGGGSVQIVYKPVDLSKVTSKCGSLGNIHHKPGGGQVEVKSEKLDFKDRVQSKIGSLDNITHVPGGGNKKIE
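Tau K18 P301L fragment (15 uM unlabeled plus 0.24 uM Alexa 594-labeled) in 100 mM sodium acetate pH 7 with compound, fibrillization induced by 20 uM heparin for 6 hr at 37 C. Thioflavin T (30 uM) added, fluorescence read after 1 hr (ex 450, em 510 nm).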
Tau fluor counter – counter-screen for tau fibril formation inhibitors | Potency, µM (doses to about 57.7 µM), without a hit: at the top dose activity change, negative = decrease | 0.93% of 280,000 active | tau K18 P301L (four-repeat tau fragment) Alexa594 fluorescence, heparin fibrillization; further: on the % scale 0 is the no-effect control and ±100 the full control effect; nearly all actives have a fitted effect of over 55% in size
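Human K18 P301L tau (15 uM unlabeled plus 0.24 uM Alexa 594-labeled, final) in 100 mM sodium acetate pH 7 was mixed with compound and 20 uM heparin and incubated 6 hr at 37 C.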
HTT ATP protect – protects HTT-Q103 PC12 cells, measured by ATP | PC12 HTT-Q103 induced, cytoprotection, ATP luminescence, 40 h | Potency, µM (top dose mostly 56.4 µM), inactives show cytoprotection (ATP increase), most hits filed as activators | 0.14% of 230,000 active | AID 1471;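 further: % of control where 0% means no effect; nearly all actives have a fitted effect of over 45% in size; toxic huntingtin expression switched on by the ecdysone agonist tebufenozide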
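Rat PC12, Q103 Htt exon1-GFP fusion, ecdysone promoter; tebufenozide inducer 100 nM final; compound titration; qHTS, 1500 cells/well; ATPlite luminescent read.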
HTT aggregate – mutant huntingtin aggregation inhibition; Potency, µM (series often up to 46.1 µM), inactives show top-dose activity change, negative = inhibition, actives largely listed as inhibitors; PC12 HttQ103-GFP aggregates, Acumen cytometry, 40 h; 1.1% of 220,000 active; AID 1688; further: on the % scale 0 is the no-effect control and ±100 the full control effect; nearly all actives have a fitted effect of over 60% in size
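PC12 cells stably carrying ecdysone-inducible HTT exon 1 Q103–GFP were induced with tebufenozide (100 nM final) and treated with library compounds in titration. GFP aggregates in lysates were counted by laser scanning cytometry.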
ALDH1A1 block – blocks purified human ALDH1A1 activity; 7.3% of 220,000 active; Potency, µM (series often up to 75.3 µM), for the others: top-dose activity, negative = inhibition, usual class: inhibitors; P00352; Purified ALDH1A1, NADH fluorescence, propionaldehyde substrate; AID 1030; active means well fitted inhibition curve with a large enough effect, not every such curve was filed as active; inconclusive means small, poorly fitted or top-dose-only effect, or another doubt; inactive means no such curve, though single readings can be large or run the other way;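 further: plate controls were no enzyme wells and a reference inhibitor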
Target sequence (P00352 whole entry, looked up): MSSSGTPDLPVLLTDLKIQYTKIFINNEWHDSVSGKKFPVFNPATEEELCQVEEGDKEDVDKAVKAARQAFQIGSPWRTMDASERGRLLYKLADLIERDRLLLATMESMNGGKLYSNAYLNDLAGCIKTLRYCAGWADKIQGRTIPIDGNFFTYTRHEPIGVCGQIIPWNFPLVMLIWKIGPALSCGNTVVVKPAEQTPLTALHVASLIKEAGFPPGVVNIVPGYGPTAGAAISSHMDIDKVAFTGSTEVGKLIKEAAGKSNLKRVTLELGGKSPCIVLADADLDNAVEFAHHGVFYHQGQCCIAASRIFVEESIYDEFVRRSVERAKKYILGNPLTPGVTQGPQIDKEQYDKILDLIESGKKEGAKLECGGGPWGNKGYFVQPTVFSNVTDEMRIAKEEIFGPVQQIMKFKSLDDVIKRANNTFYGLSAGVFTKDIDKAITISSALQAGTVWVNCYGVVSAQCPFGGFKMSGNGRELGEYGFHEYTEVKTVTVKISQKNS
SMN2 splice up – increases expression of the SMN2 splice variant. HEK293 SMN2-luciferase splicing reporter, luminescence, 30-36 h. Potency, µM (titrated, usually from 46.1 µM), for inactives: top-dose activity change, positive = activation, most hits filed as activators. 2.8% of 210,000 active; further: % of control where 0% means no effect; nearly all actives have a fitted effect of over 55% in size
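HEK293 cells carry an SMN2 […]–luciferase reporter in which exon 7 inclusion puts luciferase in frame. Cells were plated 10-12 h before compound addition, then incubated 30-36 h at 37C. ONE-Glo luminescence was read; sodium butyrate at 4.5 mM final served as control.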
KDM4E inh – blocks human JMJD2E demethylase activity. B2RXH2. JMJD2E catalytic domain, FDH-coupled NADH fluorescence (FDH is formaldehyde dehydrogenase). Potency, µM (highest dose often 57.1 µM), without a hit: top-dose activity change, negative = inhibition, hits mostly inhibitors. 1.6% of 230,000 active. AID 2147; active means well fitted inhibition curve with a large enough effect, not every such curve was filed as active; inconclusive means small, poorly fitted or top-dose-only effect, or another doubt; inactive means no such curve, though single readings can be large or run the other way;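 further: 0% = wells with enzyme and -100% = buffer wells without enzyme; nearly all actives have a fitted effect of over 50% in size; many of its hits are not listed in these tables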
Target sequence (B2RXH2 1-337 limits assumed): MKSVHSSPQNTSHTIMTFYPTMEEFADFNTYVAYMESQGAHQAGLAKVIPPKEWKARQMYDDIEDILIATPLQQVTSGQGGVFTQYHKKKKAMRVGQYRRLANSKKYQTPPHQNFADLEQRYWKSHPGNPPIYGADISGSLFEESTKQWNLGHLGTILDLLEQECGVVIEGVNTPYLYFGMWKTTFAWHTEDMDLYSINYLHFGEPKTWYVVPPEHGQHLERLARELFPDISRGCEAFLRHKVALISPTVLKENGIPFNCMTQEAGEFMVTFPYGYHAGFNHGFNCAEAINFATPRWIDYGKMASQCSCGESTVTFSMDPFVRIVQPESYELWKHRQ
Tau FP inhib – inhibitors of human tau fibril formation. K18 P301L tau heparin fibrillization, Alexa594 FP, 6 h. Potency, µM (titrated, usually from 57.7 µM), for inactives: top-dose activity, negative = inhibition, most hits filed as inhibitors. 0.39% of 280,000 active. P10636; further: on the % scale 0 is the no-effect control and ±100 the full control effect; nearly all actives have a fitted effect of over 55% in size
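Compound effects on tau fibrillization are measured by Alexa 594 fluorescence polarization (ex 555, em 632 nm). K18 P301L tau is used at 15 uM with 0.24 uM labeled tracer, and 20 uM heparin induces aggregation over 6 hr at 37 C.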
An asterisk follows results filed as active; ? = inconclusive; nt = no result given; & = joins results of further samples; [ ] = another dose, or the depositor's remark. Unless noted, the call rests on the fitted dose curve; in most records, active means well fitted curve in the direction sought with a large enough effect; inconclusive means small, poorly fitted or top-dose-only effect, or another doubt; inactive means no such curve, though single readings can be large; an effect the other way counts as inactive or inconclusive. Potency means the concentration at half of the fitted maximal effect.

Every second line gives: Tau ThT inhib, Tau fluor counter, HTT ATP protect, HTT aggregate, ALDH1A1 block, SMN2 splice up, KDM4E inh, Tau FP inhib
CCn1cc(C(=O)NCCc2ccccc2)c(=O)c2cc(S(=O)(=O)N3CCOCC3)ccc21
    -8%, -27%, nt, nt, nt, 1%, nt, -16%
Cc1ccccc1OCC(=O)Nc1ccccc1N1CCC(C)CC1
    -9%, -3%, nt, 3%, -1%, -9%, 2%, 1%
COc1cc(NC(=O)Cc2ccccc2)cc(OC)c1
    -4%, -5%, -9%, 0%, -11%, 7%, -7%, -1%
Cc1ccc(CN2COc3cc(C)c4c(oc(=O)c5ccccc54)c3C2)cc1
    -7%, -11%, nt, nt, nt, -3%, nt, 1%
Cc1nn(C)c(C)c1/C=C/C(=O)c1ccccc1
    -24%, -12%, 0%, 2%, ?, -36%[inhibitor], -6%, -4%
CCOC(=O)c1ccc(NC(=O)c2ccc(CO)c(C(=O)NC3CCN(C(=O)OCC)CC3)c2)cc1
    ?, -18%, -2%, -18%, 9%, -34%[inhibitor], 0%, -3%
COc1nc(C)nc(C)c1Oc1ccc(Cl)cc1Cl
    -10%, -2%, -2%[10 µM], -20%[9.22 µM], nt, nt, 1%, -1%
CCOc1ccc(CNC(=O)C2CCCN(S(=O)(=O)N(C)c3ccc(F)cc3)C2)cc1OC (stereo unspecified)
    -14%, -24%, nt, nt, nt, -119%[inhibitor], nt, -4%
Nc1nonc1C(=O)N/N=C/c1cc(Br)ccc1O
    ?, -11%, -178%[inhibitor], ?, 4%, -17%, 3.5µM*, 9%
O=C(Nc1nnc(SCc2ccc(Cl)cc2)s1)c1ccco1
    -21%, -23%, -13%[10 µM], 12%, 1%, -14%, -6%, -12%
COc1ccccc1NC(=O)Cn1c(O)c(N=NC(=O)c2ccccc2O)c2ccccc21
    ?, -29%, -82%[inhibitor], -6%, 1.6µM*, 2%, -14%, -12%
CCc1ccc(OC(=O)c2ccn(CC)n2)cc1
    -3%, -1%, -7%, 8%, ?, 3%, 10%, -3%
CN(C(=O)COC(=O)/C=C/c1ccccc1[N+](=O)[O-])c1ccccc1
    -5%, -2%, -19%, 15%, -11%, 21%, 1%, -1%
COc1ccc(S(=O)(=O)N2CCCN(Cc3cccc(F)c3)CC2)cc1
    -2%, -5%, 8%, -10%, ?, -12%, -1%, 2%
Nc1nc(SCC(=O)NN(c2ccccc2)c2ccccc2)n[nH]1
    2%, 1%, nt, 24%, -5%, 13%, 6%, -1%
COc1cc([N+](=O)[O-])ccc1NC(=O)Cc1ccc(F)cc1
    -7%, -16%, 1%[0.074 µM], 14%, 9%, 0%, 1%, -5%
CN1Cc2c(N3CCOCC3)nc3sc(C(=O)c4ccccc4)c(N)c3c2CC1(C)C
    ?, ?, -23%[10 µM], -9%[9.22 µM], nt, nt, ?, 12%
O=C1C=CC(=O)N1CCCCCCN1C(=O)C=CC1=O
    ?, -21%, -88%[inhibitor][10 µM], 5µM*, 0.22µM*, -69%[inhibitor], 2%, 25µM*
CC(C)COP(=O)(c1ccc(N(C)C)cc1)C(O)c1ccncc1 (stereo unspecified)
    -10%, -2%, -21%[0.074 µM], 8%, 13µM*, 0%, 20µM*, -9%
Cc1ccc(CNC(=O)Cc2noc3ccccc23)cc1
    3%, -1%, -109%[inhibitor], 4%, -4%, nt, -2%, -2%
CCOC(=O)N1CCC(n2c(=S)[nH]c3cc(OC)c(OC)cc3c2=O)CC1
    -1%, -4%, -3%[10 µM], ?, -5%, -3%, -4%, -1%
COc1ccc(OC)c(S(=O)(=O)N2CCNCC2)c1
    nt, -16%, 17%[10 µM], 16%[9.22 µM], nt, nt, 11%, 2%
CC1(C)C2CCC1(C)C(OC(=O)CSc1nc(N)cc(=O)[nH]1)C2 (stereo unspecified)
    -14%, -13%, -5%, -14%, -10%, -17%, 0%, -5%
COc1ccc([N+](=O)[O-])cc1NC(=O)C1(c2ccccc2)CCOCC1
    -4%, -17%, nt, -3%, -3%, -15%, 3%, -10%
CC1=C(C(=O)OCc2ccccc2)C(c2cccnc2)n2ncnc2N1 (stereo unspecified)
    -8%, -4%, -5%, 8%, ?, -11%, -2%, 1%
O=S(=O)(c1ccc(N2CCOCC2)nc1)N(Cc1ccccn1)Cc1ccccn1
    -9%, -10%, -1%[10 µM], 11%[9.22 µM], -1%, nt, ?, -5%
O=C(Nc1nc(-c2ccccn2)cs1)c1ccc(Br)s1
    ?, ?, -51%[inhibitor], 1.3µM*, 7%, -96%[inhibitor], ?, -7%
Cc1nccn1CC(O)COc1ccccc1 (stereo unspecified)
    2%, 0%, -21%[10 µM], -30%, 7%, -1%, 8%, 1%
NS(=O)(=O)c1cc2c(cc1Cl)N[C@@H](CC1CCCC1)NS2(=O)=O
    nt, nt, ?, 9%[20.6 µM], 13%[20.9 µM], 3%[20.6 µM], 5%[25.5 µM], nt
CCN(CC)CCCNC(=O)CCc1c(C)n(CC)c2cc(-c3ccccc3OC)nn2c1=O
    -2%, -4%, nt, nt, nt, -1%, nt, -3%
Cc1nc2ccccc2n1CC(=O)N1CC(=O)Nc2ccccc21
    1%, 5%, 11%, -10%, ?, 13%, 3%, -1%
Nc1c(-c2ccc(Cl)cc2)cnn1C1CCS(=O)(=O)C1 (stereo unspecified)
    -23%, -22%, -5%, 12%, -13%, -30%[inhibitor], 6%, 4%
O=C(OCc1nnc(-c2ccc(Cl)cc2)o1)c1ccncc1
    -6%, 0%, -20%, 1%, -35%, -1%, -15%, 5%
COc1ccccc1-n1c(C)nc(=O)c(-c2ccccc2)c1C
    12%, 9%, 0%, 4%, -4%, 18%, 4%, 1%
CC1Cc2ccccc2N1S(=O)(=O)c1cccc(C(=O)OCC(=O)NC2CCS(=O)(=O)C2)c1 (stereo unspecified)
    4%, -11%, 4%, 15%[9.22 µM], 10%, -11%, 0%, -3%
CC(=O)C1=C(C)NC(SCC(=O)c2ccc(-c3ccccc3)cc2)=C(C#N)C1c1cccnc1 (stereo unspecified)
    -24%, ?, -63%[inhibitor], 9%, -1%, -9%, -8%, -13%
Cc1ccc(/C=C/C(=O)Nc2cc(C)on2)cc1
    -1%, -2%, -36%, -17%, 7%, ?, -12%, 7%
COc1ccc(-c2ccc(CCC(=O)O)n2NC(N)=O)cc1
    nt, -25%, 0%[10 µM], -25%[9.22 µM], nt, nt, ?, -4%
Cc1cc2cc(CN(Cc3ccco3)C(=O)NCc3ccccc3)c(=O)[nH]c2cc1C
    ?, -12%, -29%[10 µM], 3%, ?, -9%, ?, -13%
COc1ccc(NC(=O)c2ccc(-n3cccn3)nc2)c(OC)c1
    -10%, -4%, 5%, -13%, -3%, -20%, -8%, -4%
COc1cc(CNc2ccc(N3CCOCC3)c(C(=O)O)c2)ccc1OCC(N)=O
    6%, 3%, -3%, -13%, 3%, ?, ?, 3%
COc1ccc(OC)c2[nH]c(=O)c(CCNC(=O)C3CCCCC3)cc12
    -9%, 0%, -13%, -11%, ?, -22%, -5%, 7%
O=C(c1cccnc1)N(Cc1ccccc1)c1ccccc1
    -1%, 0%, 2%[0.074 µM], -3%, 1%, 14%, -1%, -14%
COc1ccc(Cn2c(C)c(C)c(C#N)c2NC(=O)Nc2cccc(Cl)c2)cc1
    ?, ?, -9%, 14%, -2%, -3%, 3%, ?
COc1ccccc1C1=NOC(COc2ccc3c(C)cc(=O)oc3c2)C1 (stereo unspecified)
    ?, -23%, -73%[inhibitor][10 µM], -12%[9.22 µM], nt, nt, ?, 1%
O=C(N/N=C/c1ccc([N+](=O)[O-])o1)c1cc2ccccc2o1
    nt, -23%, 12%[10 µM], -7%[9.22 µM], nt, nt, 4%, 4%
Cc1ccc(CC(=O)OCC(=O)NC2CCCC(C)C2C)cc1C (stereo unspecified)
    2%, -3%, 2%, -6%, -9%, 6%, 8%, 4%
COc1ccc(OC)c(C(=O)COC(=O)C2CC3CCCC(C2)C3=O)c1 (stereo unspecified)
    7%, -7%, -13%[10 µM], -2%, 7.1µM*, 4%, -5%, -3%
CCC(OC(=O)c1ccco1)C(=O)NCc1ccc(C)cc1 (stereo unspecified)
    4%, -3%, -1%, 5%, -3%, -2%, 3%, 0%
CN(C)CCN1C(=O)c2ccccc2N(C)c2ccccc21
    1%, -5%, 1%&49%, 1%, -1%, -1%, nt, ?
CN(Cc1ccccc1)C(=O)N1CCOCC1
    -15%, -11%, 33%[10 µM], 8%[9.22 µM], 6%, nt, -7%, -6%
Cc1cc(C)nc(-n2nc(C)cc2NC(=O)c2cccc(S(=O)(=O)N3CCCCC3)c2)n1
    -9%, 1%, -21%, -1%, ?, -34%[inhibitor], 2%, 7%
O=[N+]([O-])c1cccc(-c2n[nH]c(=S)n2-c2ccc(Br)cc2)c1
    -12%, -18%, -14%, 23%, 0%, 2%, ?, 7%
Cc1occc1C(=O)Nc1ccc(S(N)(=O)=O)cc1
    6%, 8%, 10%[10 µM], -4%[9.22 µM], ?, 8%, -9%, 0%
c1ccc(Cc2nnc(N3CCOCC3)c3ccccc23)cc1
    -9%, -4%, -17%, 0%[9.22 µM], -4%, -24%, -5%, -9%
CCOC(=O)c1c(C)oc2c1c1c(c3ccccc32)OCN(CCCC(=O)O)C1
    ?, ?, 25%[10 µM], -14%[9.22 µM], 7.9µM*, nt, 10µM*, 0%
COc1cccc(C2C3=C(CC(C)(C)CC3=O)OC(N)=C2[N+](=O)[O-])c1 (stereo unspecified)
    ?, -8%, -3%, -7%, 2%, ?, 9%, -6%
CCOC(=O)[C@]1(C(NC(=O)OC)c2ccccc2)CCCC1=O (stereo partly specified)
    5%[11.5 µM], 12%[11.6 µM], -19%[10 µM], nt, -2%[13.5 µM], nt, nt, 2%[11.6 µM]

Screening results deposited in PubChem by National Center for Advancing Translational Sciences (NCATS).

Some of the compounds tested; rates above refer to the full screens.
